Assay outcomes from PubChem BioAssay.
TcdB GH inh: TcdB glycohydrolase inhibition; P18177; TcdB glycohydrolase enzymatic assay, plate reader; hit rate 0.24% among 350,000; inhibition, % at 9.99 µM; in the data active = inhibition above about 10%
Target sequence (P18177 whole entry, looked up): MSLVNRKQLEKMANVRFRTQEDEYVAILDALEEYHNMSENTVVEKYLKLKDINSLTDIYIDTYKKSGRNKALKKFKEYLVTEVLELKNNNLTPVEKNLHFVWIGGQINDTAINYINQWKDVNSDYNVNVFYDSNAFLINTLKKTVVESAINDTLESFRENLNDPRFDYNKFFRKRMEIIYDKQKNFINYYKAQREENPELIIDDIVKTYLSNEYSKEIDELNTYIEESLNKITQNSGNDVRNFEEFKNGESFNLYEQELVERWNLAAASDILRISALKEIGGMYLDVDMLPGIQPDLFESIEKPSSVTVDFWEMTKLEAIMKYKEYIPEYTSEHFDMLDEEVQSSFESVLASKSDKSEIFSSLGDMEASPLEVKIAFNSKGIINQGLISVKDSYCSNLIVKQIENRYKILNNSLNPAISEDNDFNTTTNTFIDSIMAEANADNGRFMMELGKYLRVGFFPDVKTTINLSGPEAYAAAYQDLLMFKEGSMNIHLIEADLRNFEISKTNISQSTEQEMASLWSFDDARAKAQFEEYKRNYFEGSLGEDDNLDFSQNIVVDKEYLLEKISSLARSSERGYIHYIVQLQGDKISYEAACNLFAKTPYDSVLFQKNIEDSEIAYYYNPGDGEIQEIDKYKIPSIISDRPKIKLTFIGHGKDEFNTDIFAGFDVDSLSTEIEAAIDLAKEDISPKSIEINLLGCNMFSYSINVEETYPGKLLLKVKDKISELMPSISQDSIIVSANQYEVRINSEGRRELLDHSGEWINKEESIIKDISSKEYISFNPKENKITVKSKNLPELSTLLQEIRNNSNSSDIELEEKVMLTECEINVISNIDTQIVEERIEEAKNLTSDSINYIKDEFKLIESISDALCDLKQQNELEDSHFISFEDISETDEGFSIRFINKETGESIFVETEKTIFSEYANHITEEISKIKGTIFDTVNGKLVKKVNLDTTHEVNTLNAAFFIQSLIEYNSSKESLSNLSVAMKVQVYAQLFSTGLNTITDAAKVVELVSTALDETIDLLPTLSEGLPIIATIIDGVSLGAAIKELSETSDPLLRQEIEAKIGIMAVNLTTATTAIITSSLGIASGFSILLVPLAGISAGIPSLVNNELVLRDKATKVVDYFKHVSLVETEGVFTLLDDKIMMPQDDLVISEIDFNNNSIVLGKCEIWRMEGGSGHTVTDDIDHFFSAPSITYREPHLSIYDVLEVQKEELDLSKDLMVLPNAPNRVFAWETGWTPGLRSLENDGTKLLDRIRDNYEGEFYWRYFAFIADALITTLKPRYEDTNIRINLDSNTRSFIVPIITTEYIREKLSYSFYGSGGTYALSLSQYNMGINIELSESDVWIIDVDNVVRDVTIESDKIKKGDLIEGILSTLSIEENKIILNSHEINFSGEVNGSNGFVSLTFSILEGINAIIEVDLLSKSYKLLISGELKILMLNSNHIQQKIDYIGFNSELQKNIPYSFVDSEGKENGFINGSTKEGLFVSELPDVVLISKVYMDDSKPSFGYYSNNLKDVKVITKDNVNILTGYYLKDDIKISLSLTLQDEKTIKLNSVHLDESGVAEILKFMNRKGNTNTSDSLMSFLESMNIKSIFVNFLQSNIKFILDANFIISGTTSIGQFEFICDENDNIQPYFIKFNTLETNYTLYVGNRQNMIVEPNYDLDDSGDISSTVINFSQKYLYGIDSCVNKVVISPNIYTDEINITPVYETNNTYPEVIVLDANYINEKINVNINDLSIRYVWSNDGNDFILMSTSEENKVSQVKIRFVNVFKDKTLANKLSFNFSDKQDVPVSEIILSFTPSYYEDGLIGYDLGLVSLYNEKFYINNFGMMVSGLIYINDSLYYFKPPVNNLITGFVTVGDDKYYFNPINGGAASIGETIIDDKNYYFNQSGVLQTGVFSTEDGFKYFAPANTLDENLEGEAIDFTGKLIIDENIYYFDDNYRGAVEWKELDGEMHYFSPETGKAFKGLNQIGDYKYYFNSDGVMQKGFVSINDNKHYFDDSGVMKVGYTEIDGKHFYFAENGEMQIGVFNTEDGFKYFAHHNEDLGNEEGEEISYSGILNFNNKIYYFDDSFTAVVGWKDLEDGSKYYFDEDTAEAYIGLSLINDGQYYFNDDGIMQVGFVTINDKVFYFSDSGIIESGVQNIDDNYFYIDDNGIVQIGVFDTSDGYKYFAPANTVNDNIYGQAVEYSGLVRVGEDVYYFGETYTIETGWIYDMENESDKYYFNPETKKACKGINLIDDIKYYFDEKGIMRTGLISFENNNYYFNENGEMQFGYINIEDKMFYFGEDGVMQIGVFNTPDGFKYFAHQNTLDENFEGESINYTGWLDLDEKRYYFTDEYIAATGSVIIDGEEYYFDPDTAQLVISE
Numbers without * were called inactive; & = joins results of further samples. The list is partial (hit frequency here may not be typical).

SMILES	TcdB GH inh
COc1ccc2c3c([nH]c2c1)[C@@H](CO)N(C(=O)CN(C)C)CC31CN(C(=O)c2ccncc2)C1	-7.7
C[C@H]1CCCCO[C@H](CN(C)S(=O)(=O)c2ccc(F)cc2)[C@@H](C)CN([C@@H](C)CO)C(=O)c2cc(NC(=O)Nc3cccc4ccccc34)ccc2O1	1.0
C[C@@H]1CCCCO[C@H](CN(C)C(=O)Nc2ccc(F)cc2)[C@H](C)CN([C@H](C)CO)C(=O)c2cc(N(C)C)ccc2O1	-15.7
C[C@@H]1CN([C@@H](C)CO)C(=O)c2c(c3ccccc3n2C)-c2ccccc2CO[C@@H]1CN(C)C(=O)Nc1ccnc(N2CCOCC2)c1	1.0
COCC(=O)N1[C@H](CO)[C@@H](c2ccccc2)C12CN(C(=O)Cc1ccccn1)C2	-6.5
CO[C@H]1CN(C)C(=O)c2cc(NC(=O)Nc3c(C)noc3C)ccc2OC[C@@H](C)NC[C@H]1C	0.9
CC=Cc1ccc2n(c1=O)C[C@@H]1[C@@H](CO)[C@H](C(=O)N3CCN(C)CC3)N(Cc3ccccc3OC)[C@H]21 (mixture of isomers)	-0.7
CC(C)C#Cc1cnc2c(c1)C(=O)N([C@H](C)CO)C[C@H](C)[C@@H](CN(C)C(=O)Nc1ccccc1)O2	0.1
O=C(NCc1ccccc1)[C@@H]1CCCN1C(=O)[C@H]1CCCN1C(=O)c1cccs1	-1.6
COc1ccc2c3c([nH]c2c1)[C@H](CO)N(C(C)=O)CC31CN(Cc2cc(-c3ccccc3)on2)C1	1.5
CC(C)C#Cc1cnc2c(c1)C(=O)N([C@@H](C)CO)C[C@@H](C)[C@@H](CN(C)C(=O)c1ccccc1F)O2	0.1
Cc1noc(C)c1NC(=O)Nc1cccc2c1O[C@@H](CN(C)Cc1ccccc1)[C@H](C)CN([C@H](C)CO)C2=O	-0.2
O=C(C[C@@H]1C[C@H]2c3cc(NC(=O)NC4CCCCC4)ccc3O[C@H]2[C@@H](CO)O1)NCc1ccncc1	0.2
O=C(C[C@H]1C=C[C@H](NC(=O)c2ccccc2)[C@@H](CO)O1)Nc1ccc(-c2ccccc2)cc1	-1.1
C[C@@H]1CN([C@@H](C)CO)C(=O)c2cc(NC(=O)c3ccccc3)ccc2O[C@@H](C)CCCCO[C@H]1CN(C)C(=O)Nc1ccc2c(c1)OCO2	-0.4
CN(C)C(=O)C[C@@H]1CC[C@@H]2[C@H](COC[C@@H](O)CN2C(=O)C2CC2)O1	-1.4
C[C@@H]1CCCCO[C@H](CN(C)CC2CCCCC2)[C@@H](C)CN([C@H](C)CO)C(=O)c2cc(NS(=O)(=O)c3ccccc3)ccc2O1	1.4
C[C@@H]1CCCCO[C@@H](CN(C)C(=O)c2ccccc2)[C@H](C)CN([C@@H](C)CO)C(=O)c2cc(NC(=O)c3ccccc3)ccc2O1	0.1
O=C(NC1Cc2ccccc2C1)[C@@H]1N[C@@H]2c3cccc(=O)n3C[C@@H]2[C@H]1CO	-0.1
C[C@H](C(=O)N(C)C[C@H]1OCc2ccccc2-c2c(n(C)c3ccccc23)C(=O)N([C@H](C)CO)C[C@H]1C)c1ccccc1	-3.5
C[C@H]1CN([C@@H](C)CO)C(=O)c2cc(NC(=O)c3ccncc3)ccc2O[C@@H]1CN(C)C	4.3
C[C@H]1CN([C@@H](C)CO)C(=O)c2cccc(NC(=O)c3ccncc3)c2O[C@@H]1CN(C)S(=O)(=O)c1ccccc1	1.5
COCCN1Cc2cc(C(=O)OC)c3c(c2C1=O)c1cc(OC)ccc1n3C(=O)c1ccccc1	1.4
O=C(C[C@H]1CC[C@@H]2[C@H](COC[C@@H](O)CN2C(=O)Nc2cc(Cl)cc(Cl)c2)O1)N1CCCCC1	1.2
O=C(Nc1ccc(F)cc1)N[C@@H]1CC[C@H](CCNC(=O)c2ccccc2F)O[C@@H]1CO	-1.0

Ten entries out of the list, ordered by formula weight, rising:
SMILES	TcdB GH inh
CN(C)C(=O)C[C@@H]1CC[C@@H]2[C@H](COC[C@@H](O)CN2C(=O)C2CC2)O1	-1.4
COCC(=O)N1[C@H](CO)[C@@H](c2ccccc2)C12CN(C(=O)Cc1ccccn1)C2	-6.5
O=C(C[C@H]1C=C[C@H](NC(=O)c2ccccc2)[C@@H](CO)O1)Nc1ccc(-c2ccccc2)cc1	-1.1
COc1ccc2c3c([nH]c2c1)[C@@H](CO)N(C(=O)CN(C)C)CC31CN(C(=O)c2ccncc2)C1	-7.7
CC(C)C#Cc1cnc2c(c1)C(=O)N([C@@H](C)CO)C[C@@H](C)[C@@H](CN(C)C(=O)c1ccccc1F)O2	0.1
O=C(C[C@H]1CC[C@@H]2[C@H](COC[C@@H](O)CN2C(=O)Nc2cc(Cl)cc(Cl)c2)O1)N1CCCCC1	1.2
Cc1noc(C)c1NC(=O)Nc1cccc2c1O[C@@H](CN(C)Cc1ccccc1)[C@H](C)CN([C@H](C)CO)C2=O	-0.2
C[C@@H]1CCCCO[C@@H](CN(C)C(=O)c2ccccc2)[C@H](C)CN([C@@H](C)CO)C(=O)c2cc(NC(=O)c3ccccc3)ccc2O1	0.1
C[C@@H]1CN([C@@H](C)CO)C(=O)c2c(c3ccccc3n2C)-c2ccccc2CO[C@@H]1CN(C)C(=O)Nc1ccnc(N2CCOCC2)c1	1.0
C[C@@H]1CN([C@@H](C)CO)C(=O)c2cc(NC(=O)c3ccccc3)ccc2O[C@@H](C)CCCCO[C@H]1CN(C)C(=O)Nc1ccc2c(c1)OCO2	-0.4

Next part.
SMILES	TcdB GH inh
C[C@@H]1CN([C@H](C)CO)C(=O)c2cc(NS(=O)(=O)c3ccc(F)cc3)ccc2O[C@@H]1CN(C)C(=O)Nc1cccc2ccccc12	-0.2
COc1ccc(S(=O)(=O)N(C)C[C@@H]2Oc3ccc(NC(=O)Cn4cnnn4)cc3CC(=O)N([C@H](C)CO)C[C@@H]2C)cc1	-0.1
COc1ccc(S(=O)(=O)N(C)C[C@@H]2OCCCC[C@@H](C)Oc3ccc(NC(=O)C4CCCCC4)cc3C(=O)N([C@@H](C)CO)C[C@H]2C)cc1	0.9
Cc1ccc(S(=O)(=O)N(C)C[C@@H]2Oc3ccc(NC(=O)CCCN(C)C)cc3CC(=O)N([C@H](C)CO)C[C@@H]2C)cc1	1.7
C/C=C/c1ccc([C@@H]2[C@H](CO)N(S(=O)(=O)Cc3ccccc3)C23CN(C(=O)C2CCOCC2)C3)cc1	1.5
C[C@@H]1CCCCO[C@H](CN(C)S(=O)(=O)c2cccs2)[C@H](C)CN([C@H](C)CO)C(=O)c2cc(NS(=O)(=O)c3ccc(F)cc3)ccc2O1	1.7
CC(=O)Nc1ccc2c(c1)C(=O)N(C)[C@H]1CC[C@@H](CC(=O)NCc3ccccc3Cl)O[C@@H]1CO2	-0.2
C[C@@H]1CCCCO[C@H](CN(C)S(C)(=O)=O)[C@@H](C)CN([C@H](C)CO)C(=O)c2cc(NC(=O)NC3CCCCC3)ccc2O1	-0.1
Cc1noc(C)c1NC(=O)Nc1ccc2c(c1)CC(=O)N([C@@H](C)CO)C[C@H](C)[C@H](CN(C)S(=O)(=O)c1ccc(F)cc1)O2	0.3
CC=Cc1ccc2n(c1=O)C[C@@H]1[C@@H](CO)[C@H](C(=O)NCCc3cn(C)cn3)N(C(=O)CC)[C@H]21 (mixture of isomers)	-0.2
CNC[C@@H]1Oc2ccc(NS(=O)(=O)c3ccccc3)cc2CC(=O)N([C@@H](C)CO)C[C@@H]1C	0.8
CC(C)NC(=O)Nc1ccc2c(c1)C(=O)N([C@@H](C)CO)C[C@H](C)[C@@H](CN(C)Cc1ccc(C(F)(F)F)cc1)O2	0.6
O=C(Cc1ccccn1)N[C@H]1CC[C@H](CC(=O)N2CCCCC2)O[C@H]1CO	-0.7
CN(C)CC(=O)N[C@@H]1CC[C@H](CCNS(=O)(=O)c2ccccc2)O[C@H]1CO	-1.1
COc1ccc(S(=O)(=O)N2[C@@H]3CNC[C@H]2C3c2ccc(-c3cccc(C)c3)cc2)cc1 (some centres not stated)	0.4&0.4
C[C@@H]1CN([C@H](C)CO)C(=O)c2cc(NC(=O)Nc3ccc(C(F)(F)F)cc3)ccc2O[C@@H](C)CCCCO[C@@H]1CN(C)C(=O)NC1CCCCC1	0.5
COc1ccccc1NC(=O)N1C[C@@H](O)COC[C@@H]2O[C@@H](CC(=O)NCCc3ccccc3)CC[C@H]21	-0.8
O=C(C[C@H]1C=C[C@@H](NC(=O)Cc2ccccn2)[C@H](CO)O1)NCCc1ccncc1	0.7
O=C(C[C@H]1C=C[C@@H](NC(=O)Cc2cccnc2)[C@@H](CO)O1)NCc1ccc2c(c1)OCO2	-0.7&0.8
C[C@@H]1CN([C@@H](C)CO)C(=O)c2cc(-c3ccc(C#N)cc3)cnc2O[C@H]1CN(C)CC1CCCCC1	1.5
CCC(=O)N1[C@H](C#N)[C@H](c2ccccc2-c2cccc(C)c2)[C@@H]1CO	0.2
C[C@@H]1CN([C@H](C)CO)C(=O)c2cc(-c3ccccc3F)cnc2O[C@@H]1CN(C)Cc1cccc(F)c1	-0.9
CC(C)CC#Cc1ccc([C@@H]2[C@@H](CO)N3C(=O)CN(C(=O)Cc4ccccc4)C[C@@H]23)cc1	-0.5
Cc1ccc(S(=O)(=O)N[C@H]2CC[C@H](CCNC(=O)C3CCC3)O[C@@H]2CO)cc1	-1.2
C[C@@H]1CN([C@@H](C)CO)C(=O)c2cccc(NC(=O)Nc3cccc4ccccc34)c2O[C@H]1CN(C)C(=O)Nc1ccc(F)cc1	0.4

Carrying on:
SMILES	TcdB GH inh
C[C@@H]1CCCCO[C@@H](CN(C)C(=O)C2CCCCC2)[C@H](C)CN([C@@H](C)CO)C(=O)c2cc(NC(=O)Cc3ccccc3)ccc2O1	1.0
COc1ccccc1NC(=O)N(C)C[C@@H]1Oc2cc(Br)ccc2S(=O)(=O)N([C@H](C)CO)C[C@H]1C	1.7
CCC(=O)N1CC2(C1)CN(S(=O)(=O)c1ccccc1)[C@@H](CO)c1[nH]c3cc(OC)ccc3c12	-0.4
CCC(=O)Nc1ccc2c(c1)OC[C@H](C)N(Cc1ccccn1)C[C@@H](C)[C@@H](OC)CN(C)C2=O	-0.7
O=S(=O)(c1ccccc1)N1[C@@H](CO)[C@@H]2c3ccccc3NC[C@@H]21	-0.4
C[C@H](CO)N1C[C@H](C)[C@@H](CN(C)Cc2cncnc2)Oc2cc(C#CC3CCCC3)ccc2S1(=O)=O	0.3
CN1CCN(C(=O)[C@H]2[C@H](CO)[C@H]3Cn4c(ccc(-c5cccnc5)c4=O)[C@H]3N2CC2CC2)CC1	-0.1
C/C=C/c1ccc([C@@H]2[C@H](C#N)N(c3ncc(CC)s3)[C@H]2CO)cc1	0.7
COCC(=O)N1C[C@H]2[C@@H](c3ccccc31)[C@H](CO)N2C(=O)Nc1ccccc1F	-0.5
CC(C)NC(=O)Nc1ccc2c(c1)CC(=O)N([C@@H](C)CO)C[C@@H](C)[C@H](CN(C)Cc1ccc(-c3ccccc3)cc1)O2	-0.7
COc1ccc(S(=O)(=O)N[C@@H]2CC[C@@H](CC(=O)NCCc3ccncc3)O[C@@H]2CO)cc1	-0.9
C[C@@H]1CN([C@H](C)CO)S(=O)(=O)c2ccc(-c3cncnc3)cc2O[C@@H]1CN(C)C(=O)Cc1ccncc1	0.1
C[C@@H]1CN([C@@H](C)CO)C(=O)c2cc(NC(=O)CCN3CCOCC3)ccc2O[C@H]1CN(C)S(=O)(=O)c1cccs1	0.1
O=C(Nc1ccccc1)N[C@@H]1CC[C@@H](CCNC(=O)c2ccccc2F)O[C@@H]1CO	-0.2
Cc1ccc(S(=O)(=O)N(C)C[C@@H]2OCCCC[C@H](C)Oc3ccc(NC(=O)NC4CCCCC4)cc3C(=O)N([C@H](C)CO)C[C@H]2C)cc1	0.1
Cc1noc(C)c1NC(=O)Nc1ccc2c(c1)CC(=O)N([C@@H](C)CO)C[C@H](C)[C@H](CN(C)Cc1ccc(C(=O)Nc3ccccc3N)cc1)O2	0.0
C[C@H](CO)N1C[C@H](C)[C@@H](CN(C)Cc2ccc(C(=O)Nc3ccccc3N)cc2)Oc2ccc(NC(=O)CCN3CCOCC3)cc2C1=O	-1.0
O=C(C[C@@H]1CC[C@@H]2[C@H](COC[C@H](O)CN2C(=O)c2ccccc2F)O1)N1CCOCC1	1.9
CC(C)NC(=O)Nc1ccc2c(c1)C(=O)N([C@@H](C)CO)C[C@@H](C)[C@H](CN(C)Cc1ccc(C(F)(F)F)cc1)O2	0.7
C/C=C/c1ccc2c(c1)O[C@H](CN(C)C(=O)COC)[C@H](C)CN([C@@H](C)CO)S2(=O)=O	0.1
C[C@@H]1CN([C@@H](C)CO)C(=O)Cc2cc(NC(=O)c3ccncc3)ccc2O[C@@H]1CN(C)S(=O)(=O)c1ccc(F)cc1	2.6
CCCC#Cc1ccc(CC[C@H]2O[C@H]3CC[C@H](CO)O[C@H]3C[C@H]2NC(=O)CN2CCOCC2)cc1	1.0
COCC(=O)N1C[C@@H](C)[C@H](OC)CN(C)C(=O)c2ccc(NC(=O)Nc3ccccc3)cc2OC[C@@H]1C	1.0
C[C@H](CO)N1C[C@H](C)[C@H](CN(C)S(C)(=O)=O)Oc2ncc(C#CC3(O)CCCC3)cc2C1=O	-0.2
C[C@H](CO)N1C[C@H](C)[C@@H](CN(C)S(=O)(=O)c2ccc(Cl)cc2)Oc2ccc(NC(=O)Nc3ccc(F)cc3)cc2C1=O	-0.3
COc1ccc(NC(=O)Nc2ccc3c(c2)C(=O)N([C@@H](C)CO)C[C@H](C)[C@@H](CN(C)S(=O)(=O)c2cccs2)O3)cc1	0.5
COc1ccc(S(=O)(=O)N(C)C[C@@H]2OCCCC[C@@H](C)Oc3ccc(NC(=O)Nc4ccc(C(F)(F)F)cc4)cc3C(=O)N([C@H](C)CO)C[C@@H]2C)cc1	-15.0
C[C@@H]1CN([C@H](C)CO)C(=O)c2cc(-c3cccc(F)c3)cnc2O[C@H]1CN(C)Cc1cncnc1	-3.2
C[C@H]1CN([C@@H](C)CO)C(=O)c2cc(NS(=O)(=O)c3ccc(F)cc3)ccc2O[C@H]1CN(C)C(=O)NC1CCCCC1	-0.8
CCC(C(=O)NC1CCCC1)n1c(C2CCCC2)nc2ccccc21 (configuration not stated)	-3.1
